Screening data as filed in PubChem.
AID2073: inhibitors of Mint1-CaV2.2 protein interaction, biochemical, HTRF (AID 2073); Voltage-dependent N-type calcium channel subunit alpha-1B (Homo sapiens); HTRF protein-protein interaction, Mint1-CaV2.2; higher % means a stronger effect; inhibition, % at 20 µM, or IC50 in µM where a hit was titrated; 290,000 compounds, 0.19% hits; in the data active means inhibition mostly above about 51%, no sharp cut-off; inconclusive means no clear call, values can overlap the other calls; inactive means mostly below about 53%; further: some results filed as inactive read as strong as hits
LYP phosphatase: inhibitors of LYP phosphatase, biochemical, fluorescence intensity, uHTS (AID 1779) | recombinant LYP phosphatase, fluorescence intensity; higher % means a stronger effect | one-dose inhibition, % at 11.5 µM; IC50 in µM for titrated hits | 290,000 compounds, 0.054% hits;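 further: plate controls were vehicle with enzyme for no effect and no enzyme for full effect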
ER stress rescue: rescue of cells from ER stress-induced death, primary screen, 384-well, CSM14.1, thapsigargin, ATP luminescence (AID 1222); one-dose cellular ATP content (survival), % at 20 µM; EC50 in µM for titrated hits; 190,000 tested, under 10 active; CSM14.1 thapsigargin-induced death rescue, ATP luminescence; higher % means a stronger effect;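 active means EC50 below 50 µM in the dose-response confirmation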;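 further: death triggered by thapsigargin at about 15 µM added after 2 h compound pretreatment; cell ATP read after overnight thapsigargin exposure of roughly 18 to 22 hours; normalized against plate controls of thapsigargin alone and 5% DMSO vehicle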
HEK293 NOD2/NF-kB: NOD2 signaling inhibitors, cell-based, luminescence, uHTS, HEK293 (AID 1566). inhibition, % at 4 µM, or EC50 in µM where a hit was titrated. 290,000 compounds, 0.63% hits. HEK293 NOD2/NF-kB luciferase reporter, luminescence; higher % means a stronger effect; further: many of its hits are not listed in these tables
P. falciparum M17LAP: P. falciparum M17LAP inhibitors, primary screen, biochemical, fluorogenic H-Leu-NHMec substrate, 1536-well (AID 1619); Leucine aminopeptidase (Plasmodium falciparum (isolate 3D7)); recombinant M17LAP, H-Leu-NHMec fluorogenic kinetic assay; higher % means a stronger effect; one-dose inhibition, % at 30 µM; IC50 in µM for titrated hits; 220,000 compounds, 0.38% hits;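 active means compound inhibiting the enzyme by more than half at any dose during confirmatory dose-response retesting; inconclusive means strong single-dose inhibitors picked by rank but not retested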;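 further: plate controls were full reaction with DMSO carrier for no effect and no enzyme background for full effect; strong numbers were not always called active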
XIAP antagonists: XIAP antagonists, biochemical, IAP family, fluorescence polarization (AID 1018) | XIAP BIR domain, fluorescence polarization peptide displacement; higher % means a stronger effect | E3 ubiquitin-protein ligase XIAP (Homo sapiens) | one-dose displacement, % at 20 µM; IC50 in µM for titrated hits | 200,000 compounds, 0.007% hits; in the data active means displacement above about 50%; further: a part of the inactive calls stands beside numbers as strong as those of hits
P. falciparum M1AAP: P. falciparum M1AAP inhibitors, biochemical, fluorogenic H-Leu-NHMec substrate, 1536-well (AID 1445). Aminopeptidase N (Plasmodium falciparum (isolate 3D7)). recombinant M1AAP, H-Leu-NHMec fluorogenic kinetic assay; higher % means a stronger effect. inhibition, % at 30 µM; hits with a dose series show IC50 in µM. 220,000 compounds, 0.42% hits;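 active means primary inhibition above the hit cutoff, then over 50% inhibition at one or more dose response concentrations, cut at about 23% in these data, passing the limit was not always enough; inconclusive means conflicting primary data, or primary hits not chosen for dose response; inactive means low primary inhibition, or under 50% at every dose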;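 further: plate controls were DMSO full reaction for no effect and no enzyme background for full effect; strong numbers were not always called active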
Hep lipid drop: inhibitors of hepatocyte lipid droplet formation, primary screen, imaging, high-throughput imaging, BODIPY stain | AML12 mouse hepatocytes, oleate lipid droplets | inhibition, % at 6.5 µM | 240,000 compounds, 0.4% hits;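 active means lipid droplet intensity inhibited by at least 50%, with more than 500 cells counted; inconclusive means wells with under 300 cells, treated as cytotoxic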
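Assay system: AML12 mouse liver cells | Compound dosing: One dose, 6.5 µM compound | Read-out basis: Droplet intensity reduction, % inhibition | Measured by: Fluorescence imaging, 20x objective, two fields per well | Schedule: Overnight treatment with compound plus oleate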
SIAH1 antagonists: Siah-1 peptide-binding antagonists, primary screen, biochemical, fluorescence polarization, rhodamine-plectin, uHTS (AID 1817); Siah-1 / rhodamine-plectin peptide fluorescence polarization; higher % means a stronger effect; 290,000 compounds, 0.02% hits; displacement, % at 20 µM, or IC50 in µM where a hit was titrated; E3 ubiquitin-protein ligase SIAH1 (Homo sapiens);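 active means displacement of at least 50% at 20 µM, with a fluorescence ratio check between 0.3 and a set limit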;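 further: plate controls were Siah plus tracer with DMSO for no effect and tracer alone without Siah for full effect; strong numbers were not always called active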
Hep lipid drop cells 6.5 µM: also measured in Hep lipid drop; calls as there; cell count; measured here: cell count, cytotoxicity flag;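 cells counted across two imaged fields per well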
* hit, by the source's call; ? = inconclusive; nt = no result given. Unless noted, no stated cut-off is given here; in the data, active means inhibition above about 50%; inactive means the rest. An excerpt; rates above refer to the full screens.

Order of results: AID2073 | LYP phosphatase | ER stress rescue | HEK293 NOD2/NF-kB | P. falciparum M17LAP | XIAP antagonists | P. falciparum M1AAP | Hep lipid drop | Hep lipid drop cells 6.5 µM | SIAH1 antagonists
> O=C(CCNS(=O)(=O)c1ccc(Cl)cc1)N1CCOCC1
 : 13% | -4% | nt | -17% | nt | nt | nt | -1 | 860 | -6%
> CCC(CC)C(=O)N1CCN(c2cccc(C)c2C)CC1
 : 4% | 0% | 0.4% | 10% | -7% | 1.4% | -2% | -4 | 611 | -3%
> CCCNC(=O)c1ccc(N2CCC3(CC2)CC(c2ccccc2)=NO3)c(N)c1
 : 19% | -12% | nt | 2% | nt | nt | nt | -1 | 847 | 0%
> CCOc1ccccc1CN1CCC(N2CCC(C(=O)NC3CC3)CC2)CC1
 : 10% | -2% | nt | 3% | nt | nt | nt | -1 | 776 | 1%
> COc1ccc(CNS(=O)(=O)c2ccc3c(c2)C(C)(C)C(=O)N3C)cc1
 : 2% | -6% | nt | -8% | nt | nt | nt | -27 | 747 | 0%
> N#Cc1cc2c(nc1SCc1ccccc1)CCCC2
 : 25% | -3% | -3.6% | -7% | 11% | -3.9% | 6% | 5 | 767 | -7%
> CCOC(=O)C1(CCCc2ccccc2)CCN(C(=O)CCCn2cncn2)CC1
 : -8% | -3% | 0.7% | 2% | -7% | -3.2% | 7% | -12 | 586 | 0%
> CC(C)(C)CC(=O)Nc1nnc(SCC(=O)NC2CCCC2)s1
 : 8% | -7% | nt | 19% | nt | nt | nt | 14 | 813 | 0%
> Cc1ccc(S(=O)(=O)N2CCN(CC(=O)NC(=O)NCc3ccco3)CC2)cc1C
 : 10% | -1% | nt | 17% | nt | nt | nt | -3 | 620 | 11%
> COc1cc2c(cc1OC)CN(C(=S)Nc1ccccc1Cl)CC2
 : -26% | 3% | 0.1% | 11% | 6% | -3.3% | 3% | -6 | 725 | 2%
> CC1(CCc2ccc(O)cc2)NC(=O)NC1=O (stereo not drawn)
 : -4% | -6% | -1.3% | 10% | -5% | -5.1% | -8% | 7 | 765 | -4%
> CC(C)NC(=O)C1CC(=O)N(c2ccc(F)c(Cl)c2)C1 (stereo not drawn)
 : -4% | -11% | -2.7% | 21% | 8% | -2.9% | 4% | nt | nt | -1%
> Cc1cccc(C)c1Nc1nnc(SCC(=O)NCc2cccs2)s1
 : -5% | -4% | 0.6% | -6% | -25% | -3.4% | -2% | 0 | 690 | 2%
> Cc1ccccc1COC(=O)CCCC1=NS(=O)(=O)c2ccccc2N1
 : -1% | -13% | nt | 11% | nt | nt | nt | -4 | 731 | 8%
> O=C(Nc1cccc(-c2cccc(F)c2)c1)C1CCN(C2CCOCC2)CC1
 : -5% | -10% | nt | 10% | nt | nt | nt | 5 | 736 | 9%
> C=CCc1cccc(CNc2nc3ccccc3n2C(C)C)c1O
 : -4% | -5% | 0.9% | -12% | 12% | -0.7% | 8% | nt | nt | -1%
> CCn1cnc2c1c(=O)n(CC(=O)Nc1ccc(C(N)=O)cc1)c(=O)n2Cc1ccccc1
 : 9% | -5% | nt | -12% | nt | nt | nt | 4 | 695 | 0%
> O=C(c1cc2ccccc2o1)N1CCCC1
 : -10% | 1% | 2.5% | -9% | nt | -7.4% | nt | 11 | 726 | 0%
> COCCCn1nnnc1SCC(=O)N1CCCC1
 : -1% | -4% | -0.9% | 2% | 7% | -0.5% | 4% | nt | nt | 3%
> CN(C)S(=O)(=O)c1cc(NC2CC(=O)N(c3ccc(F)cc3)C2=O)ccc1Cl (stereo not drawn)
 : 6% | 0% | -1.4% | 11% | 4% | -3.0% | 10% | -4 | 738 | 0%
> CCn1nnc(NC(=O)c2sc3ccccc3c2Cl)n1
 : 2% | -4% | -3.9% | 18% | 3% | -2.2% | -7% | -17 | 717 | -3%
> O=[N+]([O-])c1cccc(S(=O)(=O)N2CCc3ccccc3C2)c1
 : 1% | -13% | nt | 15% | nt | nt | nt | -9 | 799 | 1%
> COc1ccc(NC(=O)CS(=O)c2cccc(C(F)(F)F)c2)cc1 (stereo not drawn)
 : 6% | 6% | nt | -18% | nt | nt | nt | 5 | 843 | 1%
> O=C(c1ccc(CNS(=O)(=O)c2ccc(Br)cc2)cc1)N1CCCC1
 : -5% | -2% | 5.7% | 17% | -1% | -2.3% | 3% | 19 | 707 | 9%
> CC(C)CC1(C)NC(=O)N(Cc2cc([N+](=O)[O-])cc3c2OCOC3)C1=O (stereo not drawn)
 : -15% | -8% | nt | 4% | 10% | nt | 9% | -5 | 751 | -2%
> Cc1cccc(OCC(=O)Nc2ccc(N3CCN(S(C)(=O)=O)CC3)cc2)c1
 : 8% | -2% | -0.1% | 6% | -9% | -7.1% | -6% | nt | nt | 3%
> O=C(NC(=S)Nc1ccc(Cl)cn1)c1cccs1
 : -1% | -8% | -3.4% | -110% | -5% | -3.0% | 13% | nt | nt | 0%
> CCOc1cc(CC(=O)N[C@@H](CC(C)C)c2ccccc2N2CCCCC2)ccc1C(=O)O
 : 20% | 2% | 2.1% | 17% | -1% | -0.5% | -3% | -14 | 670 | 7%
> CC1=NN(Cc2ccccc2)C(=O)C1C(c1ccc(Cl)cc1)C(C#N)C#N (stereo not drawn)
 : -5% | 5% | -1.9% | -1% | 15% | -14% | 13% | -2 | 579 | 4%
> CCCOc1ccc(CCC(=O)N/N=C/c2ccco2)cc1
 : 13% | 5% | nt | -8% | 7% | nt | 2% | -14 | 621 | 1%
> CCn1c(=S)[nH]c2scc(-c3cccs3)c2c1=O
 : 7% | -1% | 1.7% | 19% | 30% | -5.2% | 8% | 6 | 719 | 3%
> CCCCNC(=O)COC(=O)c1cc(C)nc2ccccc12
 : -2% | -4% | 4.8% | 17% | 12% | -3.8% | -1% | nt | nt | 2%
> CCCNc1nc(NCC)nc(OC)n1
 : 0% | -6% | 3.3% | -4% | -3% | -2.9% | 5% | nt | nt | -3%
> CC1Sc2ccc(S(=O)(=O)N3CCN(c4ccccc4)CC3)cc2NC1=O (stereo not drawn)
 : 3% | -6% | nt | 33% | nt | nt | nt | 5 | 747 | -8%
> CCOC(=O)CSc1nc2sc3c(c2c(=O)n1-c1ccc(OCC)cc1)CCN(C)C3
 : 1% | 2% | nt | 14% | nt | nt | nt | 5 | 685 | -3%
> CCCn1cc(CN2CCN(Cc3ccc(C)o3)C(CCO)C2)c(C)n1 (stereo not drawn)
 : 12% | -8% | -1.5% | -4% | -4% | -6.5% | -1% | 10 | 745 | 5%
> O=C(NC(=S)Nc1ccccc1Cl)c1cncc(Br)c1
 : ? | -8% | nt | -6% | nt | nt | nt | -1 | 835 | 10%
> O=C(Cn1cnc2c(cnn2-c2ccc(Cl)cc2)c1=O)NC1CCCCC1
 : 19% | 1% | -1.5% | -2% | 10% | -5.1% | 7% | 5 | 709 | -3%
> Cc1cccc(N2CCN(C(=O)CSc3nc4ccccc4nc3N3CC(C)OC(C)C3)CC2)c1C (stereo not drawn)
 : 2% | -4% | nt | 31% | nt | nt | nt | -22 | 773 | -1%
> CC(C)(C)OC(=O)NCCc1nnc(SCC(=O)c2ccc(Cl)cc2)o1
 : 3% | 2% | nt | -3% | 7% | -3.0% | 0% | -3 | 646 | -6%
> CCc1ccc(OCC(=O)Nc2ccc(S(=O)(=O)N3CCCC3)cc2)c(Br)c1
 : -16% | -1% | -2.9% | 8% | -7% | -2.1% | 2% | -4 | 759 | 3%
> O=C(NNC(=O)c1n[nH]c(=O)c2ccccc12)c1ccc(Br)cc1
 : 8% | -4% | nt | 6% | -5% | nt | 12% | -7 | 721 | 11%
> Cc1ccc(OCC(=O)c2cc(C)n(-c3ccccc3)c2C)c([N+](=O)[O-])n1
 : 15% | 1% | 1.6% | nt | 7% | -12% | -6% | -2 | 644 | 0%
> CCOc1ccc(S(=O)(=O)N2CCCC(C(=O)NCc3cccnc3)C2)cc1C (stereo not drawn)
 : 11% | -11% | nt | 21% | nt | nt | nt | 0 | 815 | -2%
> Cc1cc2sc(NC(=O)c3ccco3)nc2cc1Cl
 : 24% | -2% | nt | -183% | nt | nt | nt | -5 | 797 | 0%
> O=C(Nc1ccccc1)c1ccc(N2CCN(c3ccccn3)CC2)c(S(=O)(=O)N2CCOCC2)c1
 : 14% | -2% | 2.5% | 0% | -1% | -2.7% | -3% | 24 | 864 | 0%
> CCC(C)(C)n1nnnc1C(c1cccc(C#N)c1)N1CCN(c2cc(C)ccc2C)CC1 (stereo not drawn)
 : 6% | 0% | 0.5% | -11% | nt | -1.9% | nt | nt | nt | 0%
> Clc1ccccc1-c1nc(N/N=C/c2cccnc2)c2ccccc2n1
 : -6% | -2% | -1.0% | 0% | -1% | -18% | 23% | nt | nt | 10%
> c1ccc(Nc2c3c(nc4ccccc24)CCC3)cc1
 : 1% | 6% | -2.4% | 1% | -3% | -5.0% | 2% | -6 | 660 | 1%
> COc1cccc(CNC(=O)C(C)n2ccc3cc(S(=O)(=O)N4CCCCCC4)ccc32)c1 (stereo not drawn)
 : 6% | -3% | nt | 16% | nt | nt | nt | -34 | 686 | -1%
> CC1CC(C)CN(C(=O)c2ccc(CNc3c(N4CCCC4)c(=O)c3=O)cc2)C1 (stereo not drawn)
 : -2% | -1% | nt | 12% | 13% | nt | 1% | 14 | 629 | -2%
> Cc1cc(C)cc(C(=O)NC(CC(N)=O)c2ccc(NCC3CC3)c([N+](=O)[O-])c2)c1 (stereo not drawn)
 : 4% | -6% | nt | -50% | nt | nt | nt | 0 | 850 | -9%
> CCOc1ccc(CCNC(=O)CS(=O)Cc2nc(-c3ccccc3Cl)oc2C)cc1OCC (stereo not drawn)
 : 5% | -11% | nt | 9% | nt | nt | nt | 46 | 668 | 8%
> CCc1nnc(N2C(=O)c3ccccc3C2(O)c2ccccc2)s1 (stereo not drawn)
 : 1% | -6% | nt | 8% | 3% | nt | 3% | 4 | 784 | 16%
> CSCc1ccc(C(=O)N2CCC(N3CCC(C(=O)NC(C)C)CC3)CC2)o1
 : 13% | -3% | nt | 5% | nt | nt | nt | -11 | 769 | 7%
> COc1ccc(CCN2C(=O)CC(C(N)=O)SC2=Nc2ccc(F)cc2)cc1OC (stereo not drawn)
 : -1% | -11% | 0.2% | 12% | -3% | -2.5% | 2% | -16 | 678 | 12%
